# Source: PubChem
# Scp-1 inhibitor: inhibitors of human Scp-1 phosphatase; AID 493091; 340,000 tested, 0.88% active; inhibition, % at 20 µM; Q9GZU7; Recombinant Scp1, phosphopeptide, malachite green phosphate absorbance;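 active means inhibition above about 50% at 20 µM, limit read from the data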;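 further: plate controls were DMSO wells with enzyme for no effect and wells lacking enzyme for full effect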
#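 Test system: SCP-1 catalytic domain; Buffer or medium: Acidic Tris acetate buffer with magnesium and detergent; Also added: Phosphorylated 17-residue peptide substrate; Compound: single 20 µM dose, 1% DMSO; Schedule: enzyme reaction 45 min at room temperature, colour 5 min, stabilisation 30 min; Signal: Phosphate-binding colour reagent, absorbance read at 630 nm.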
# LMPTP block: blocks human LMPTP phosphatase. recombinant LMPTP-A, OMFP fluorogenic substrate, fluorescence intensity. inhibition, % at 20 µM. 360,000 tested, 0.22% active;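 active means compounds that cut the enzyme signal by at least half of the control window in the single-dose screen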;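 further: plate controls were DMSO wells with enzyme plus substrate for no effect and substrate without enzyme for full effect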
#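 test system = LMPTP-A | amount = 0.625 nM LMPTP-A final | reagent = fluorogenic phosphatase substrate OMFP at 400 µM final | incubation = 50 min at room temperature | benchmarks = no-enzyme low control, uninhibited high control | medium = Bis-Tris pH 6.0, DTT, detergent | signal = fluorescence intensity of OMFP turnover product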
# SKN-1 block: blocks SKN-1 activity in C. elegans | inhibition, % at 21.8 µM | C. elegans VP596 Pgst-4::GFP/RFP ratio, acrylamide-induced, 24 h | AID 624304 | 360,000 tested, 0.49% active;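 active means interference check ratio from 0.5 to 1.5 plus GFP to RFP signal ratio inhibition reaching or exceeding a fixed threshold, cut at about 30% in these data, passing the limit was not always enough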; further: some compounds called inactive have numbers as strong as hits
# MT1-MMP act inh: MT1-MMP (human) activation inhibition | P50281 | HT1080 RFP-PRO-GFP cells, GFP/RFP ratio fluorescence, overnight; percent of plate control window, DMSO zero | GFP/RFP ratio change, % at 20 µM | 360,000 tested, 0.061% active | AID 651647;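 active means GFP/RFP ratio change of at least 30% with cell ATP level not reduced by more than half and red fluorescence within 50% of control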; further: strong numbers were not always called active
#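 Assay system: HT1080 RFP-PRO-GFP cells. Benchmarks: DMSO vehicle wells and RFP-L50D-GFP reporter cell wells. Times: overnight cell settling, then overnight compound exposure, 37 °C, 5% CO2. Compound: 20 µM single dose, 1% DMSO. Read-out basis: GFP/RFP fluorescence ratio.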
# SUMO1 PPI mod: alters human SUMO1 binding to SIM partners; SUMO1 binding to a labelled peptide, TR-FRET, 1 h; inhibition, % at 20 µM; P63165; AID 602429; 360,000 tested, 0.33% active; in the data active means inhibition above about 37%
# Rpn11 block: blocks the human proteasome subunit Rpn11 | O00487 | human 26S proteasome, Ub4-pepOG fluorescence polarization; 20S core pre-blocked with epoxomicin | calls only at 20 µM | 360,000 tested, 0.59% active | AID 588493;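 active means inhibition at 20 µM, scaled to each plate's controls, above about 33%, limit read from the data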
# NRP1-CendR mod: NRP-1/CendR interaction modulation; FAM-RPARPAR peptide binding to NRP-1, fluorescence polarization; inhibition, % at 25 µM; 360,000 tested, 0.85% active;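 active means inhibition or corrected inhibition above about 18%, plus a signal ratio from 0.5 to 1.5, limit read from the data, passing the limit was not always enough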; further: strong numbers were not always called active
# DNMT1 block: inhibitors of human DNMT1. AID 588458. DNMT1 molecular beacon, Hinp1I cleavage, fluorescence. 360,000 tested, 0.83% active. inhibition (reported as % activation of signal), % at 10 µM; in the data active means inhibition above about 50%
# Target sequence (P26358 504-1616 limits assumed): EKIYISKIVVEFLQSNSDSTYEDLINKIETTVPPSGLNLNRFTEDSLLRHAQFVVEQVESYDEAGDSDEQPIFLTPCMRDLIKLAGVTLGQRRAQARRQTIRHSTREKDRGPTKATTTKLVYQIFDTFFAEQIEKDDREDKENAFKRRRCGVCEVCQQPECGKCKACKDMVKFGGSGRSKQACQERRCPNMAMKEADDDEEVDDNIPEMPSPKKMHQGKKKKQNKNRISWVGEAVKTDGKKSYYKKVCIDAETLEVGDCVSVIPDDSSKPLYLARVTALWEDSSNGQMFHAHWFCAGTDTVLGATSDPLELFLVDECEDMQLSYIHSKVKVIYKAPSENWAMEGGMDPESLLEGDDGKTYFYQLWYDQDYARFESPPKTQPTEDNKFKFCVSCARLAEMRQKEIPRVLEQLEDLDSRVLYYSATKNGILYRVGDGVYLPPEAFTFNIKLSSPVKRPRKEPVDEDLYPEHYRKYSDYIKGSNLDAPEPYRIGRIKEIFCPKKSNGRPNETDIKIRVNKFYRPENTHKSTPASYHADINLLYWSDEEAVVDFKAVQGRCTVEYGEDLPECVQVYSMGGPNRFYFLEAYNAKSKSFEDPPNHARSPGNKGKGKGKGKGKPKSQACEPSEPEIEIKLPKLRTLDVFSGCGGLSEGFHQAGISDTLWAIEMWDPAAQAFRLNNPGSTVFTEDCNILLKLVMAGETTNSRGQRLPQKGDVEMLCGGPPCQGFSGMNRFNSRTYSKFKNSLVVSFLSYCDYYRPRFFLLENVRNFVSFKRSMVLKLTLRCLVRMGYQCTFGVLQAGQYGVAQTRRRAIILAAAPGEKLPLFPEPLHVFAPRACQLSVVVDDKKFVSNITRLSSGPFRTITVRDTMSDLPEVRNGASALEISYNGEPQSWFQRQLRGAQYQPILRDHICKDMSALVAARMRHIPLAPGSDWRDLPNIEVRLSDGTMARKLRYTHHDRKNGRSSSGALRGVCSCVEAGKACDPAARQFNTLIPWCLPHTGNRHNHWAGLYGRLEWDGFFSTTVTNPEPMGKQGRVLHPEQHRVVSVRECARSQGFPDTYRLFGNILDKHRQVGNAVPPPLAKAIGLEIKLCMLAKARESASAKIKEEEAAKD
# STEP inh: blocks human striatal-enriched tyrosine phosphatase; P54829; recombinant STEP, OMFP fluorogenic substrate, fluorescence; inhibition, % at 20 µM; 360,000 tested, 0.25% active;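 active means inhibition at 20 µM, scaled per plate between control wells, above about 37%, limit read from the data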;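 further: 0% = DMSO with enzyme and substrate and 100% = substrate only without enzyme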
#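 Assay system: isolated STEP enzyme. Buffer or medium: pH 6.0 Bis-Tris with DTT and Tween 20. Also added: fluorogenic phosphatase substrate OMFP at 25 µM final. Dosing: 20 µM, 1% DMSO. Timing: 20 min reaction, room temperature, in the dark. Measured by: fluorescence intensity, excitation 480 nm, emission 540 nm. Evaluation: normalized % inhibition.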
# NadD block: NadD (S. aureus) enzyme inhibition | purified NadD enzyme, colorimetric absorbance read-out | inhibition, % at 20 µM | 360,000 tested, 0.78% active | AID 602399; in the data active means inhibition above about 26%; further: some compounds past the cut are filed as inactive
# An asterisk follows results filed as active; i = inactive; . = no result given.
compound,Scp-1 inhibitor,LMPTP block,SKN-1 block,MT1-MMP act inh,SUMO1 PPI mod,Rpn11 block,NRP1-CendR mod,DNMT1 block,STEP inh,NadD block
Cc1nn(CC(=O)Nc2cc(S(=O)(=O)N(C)C)ccc2Cl)c(C)c1[N+](=O)[O-],-2,-0.2,-5,3,-5,i,4,1,0,-1
COC(=O)Nc1c(C)n(C)n(-c2ccccc2)c1=O,1,-1.1,-22,-1,-3,i,14,4,0,-1
O=C(CNC(=O)C(c1ccccc1)c1ccccc1)N/N=C\c1ccc2c(c1)OCO2,60*,-1.2,0,-1,-2,i,-5,32,0,-3
COc1cc(NC(=O)c2cc(-c3ccccc3Cl)on2)cc(OC)c1OC,-12,1.5,6,-5,7,i,0,-12,-1,-14
CN1CCN(C(=O)c2ccc(-n3cccc3)cc2)CC1,-5,-1.7,-9,6,2,i,-14,1,1,3
CCc1ccc(NC(=O)C(C)OC(=O)c2cc(=O)[nH]c3ccc(S(=O)(=O)Nc4ccc(F)cc4)cc23)cc1 (stereo not drawn),-3,2.0,4,-7,1,i,1,18,-1,34*
Cc1ccc(C(=O)COC(=O)CSc2cccc3cccnc23)c(C)c1,-2,1.7,11,5,-13,i,-14,-8,0,-3
Cc1ccc(C(=O)NNC2=Nc3cccc4cccc2c34)cc1,-11,0.7,-6,-12,-2,i,1,21,-3,10
O=C(COC(=O)c1ccc(F)cc1F)Nc1ccc(Cl)cn1,-5,0.3,-12,-5,3,i,6,3,-1,-1
CSCCC(N=C1NS(=O)(=O)c2ccccc21)C(=O)N1CCCC(C(N)=O)C1 (stereo not drawn),-4,0.4,10,-5,-2,i,4,2,-2,-6
C/C(=N\OC(=O)c1ccc(F)cc1)c1sc(-c2ccccc2)nc1C,-4,-0.9,1,-3,2,i,-5,2,2,1
CCN(CC)C(C(=O)NC1CCCCC1)c1ccc(C)cc1 (stereo not drawn),-4,-0.8,-2,0,-3,i,-7,-1,0,-2
Cc1cccc(-c2nnc3sc(-c4ccccc4C)nn23)c1,3,5.5,-15,0,2,i,-5,3,5,-2
COC(=O)c1ccc(Nc2nc(C)cc(C)n2)cc1,-5,0.9,1,0,-3,i,-12,0,-1,0
O=S(=O)(c1ccc(=S)[nH]c1)N1CCCC1,0,-0.6,8,4,-6,i,3,0,-2,3
O=c1[nH]c(=O)n(-c2cc(Br)c(O)c(Br)c2)cc1Br,1,-4.1,-17,3,12,i,-6,-1,0,-2
O=C(NCCc1ccccc1)c1cccc(NC(=O)c2ccccc2)c1,-8,-1.3,-5,2,-2,i,-6,5,-2,-7
O=c1ccc2cc(S(=O)(=O)N3CCN(c4ccccc4)CC3)ccc2o1,4,-2.3,5,5,1,i,-4,3,-6,-1
CC1Nc2nc(N(C)C)[nH]c(=O)c2NC1C (stereo not drawn),-8,-0.7,0,-1,0,i,2,-7,0,1
COc1ccc2nc(N3CCCC(C(=O)NCCCN4C(C)CCCC4C)C3)sc2c1 (stereo not drawn),0,-0.8,-5,3,2,i,4,0,0,-16
Cc1cccc(SCc2noc(C(=O)NC(C)C)c2C(=O)O)c1,42,-1.4,11,1,2,i,3,4,2,1
Cc1nnc(NC(=O)c2sc3ccccc3c2Cl)s1,-4,-0.1,13,4,-2,i,-6,1,-3,-2
O=C(O)c1cccc(CSc2nnc(-c3ccco3)o2)c1,2,-0.7,11,0,4,i,-5,-2,3,1
O=C(Cn1ncc2c3ccccc3n(Cc3ccccc3)c2c1=O)NCCCN1CCCC1=O,-5,0.1,4,0,4,i,12,2,-2,2
CCCCOc1ccc(N(CC(=O)NCCOC)C(=O)CCC(=O)Nc2ccccn2)cc1,-2,-1.4,-2,-3,1,i,3,1,-2,-1
Cc1cc(C(=O)COC(=O)/C=C/c2cccc(F)c2)c(C)n1C,6,-0.4,-2,0,-16,i,9,-3,7,-1
COc1ccccc1C(=O)NCC(=O)N/N=C/c1cccc(Cl)c1,-4,-1.5,9,1,0,i,7,-4,1,4
Cc1ccccc1CNCc1cccnc1,3,-1.4,-1,1,1,i,-7,3,-3,-3
C/C(=N/NC(=O)CCCOc1ccc(Cl)cc1Cl)c1ccc(C)o1,-9,-0.5,-7,-8,-1,i,-4,-5,-3,-6
Cn1nc(C(=O)OCC(=O)Nc2ccc(C(N)=O)cc2)c2ccccc2c1=O,-8,0.8,-14,2,-2,i,-3,-2,-5,0

# A draw from above in order of count of non-hydrogen atoms, low to high:
compound,Scp-1 inhibitor,LMPTP block,SKN-1 block,MT1-MMP act inh,SUMO1 PPI mod,Rpn11 block,NRP1-CendR mod,DNMT1 block,STEP inh,NadD block
Cc1cccc(SCc2noc(C(=O)NC(C)C)c2C(=O)O)c1,42,-1.4,11,1,2,i,3,4,2,1
Cc1ccc(C(=O)COC(=O)CSc2cccc3cccnc23)c(C)c1,-2,1.7,11,5,-13,i,-14,-8,0,-3
O=C(CNC(=O)C(c1ccccc1)c1ccccc1)N/N=C\c1ccc2c(c1)OCO2,60*,-1.2,0,-1,-2,i,-5,32,0,-3

# Next structures follow:
compound,Scp-1 inhibitor,LMPTP block,SKN-1 block,MT1-MMP act inh,SUMO1 PPI mod,Rpn11 block,NRP1-CendR mod,DNMT1 block,STEP inh,NadD block
Cc1oc(-c2ccccc2F)nc1CSCC(=O)NC1CCCC1,-4,-0.5,26,2,4,i,1,0,-1,-2
CC(=O)N1CCN=C1SCc1ccc(Br)cc1,-6,-0.1,21,3,2,i,8,2,-4,2
Cc1nnc(NC(=O)CSc2nnc(-c3ccccc3)n2C)s1,3,0.0,-1,13,-3,i,-1,-2,0,-2
O=C1Nc2ccccc2-c2nnnn2C1N1CCCC1 (stereo not drawn),.,-0.5,3,-3,2,.,-2,.,.,.
O=C(Cn1cnc2cc([N+](=O)[O-])ccc2c1=O)Nc1ccc2c(c1)OCO2,-4,2.9,5,-4,-9,i,17,-10,-1,7
OCC1(C2=NOC(O)(C(F)(F)F)C2)CCCCC1 (stereo not drawn),-3,-1.3,-1,-3,-2,i,-4,0,-5,0
COc1ccc(CCC(=O)N2CCN(S(=O)(=O)c3cccc(C(F)(F)F)c3)CC2)cc1OC,-6,0.3,-8,-2,9,i,9,1,1,-5
N#CCCN(C(=O)COC(=O)Cc1c[nH]c2ccccc12)c1ccccc1,-5,-7.3,13,-1,-12,i,-3,2,-2,-1
CCOC(=O)[C@@H]1[C@H]2COc3cc(OC)ccc3[C@H]2N2C(=O)N(c3ccc(OC)cc3)C(=O)[C@]12C,-14,-0.1,17,0,3,i,3,-5,0,-11
Cc1ccc(S(=O)(=O)Nn2c(C)ccc2C)cc1,0,-1.9,16,-2,5,i,-17,-15,-3,28
CCN1CCN(C(=O)c2ccc(COc3ccc(Cl)cc3)o2)CC1,0,-0.9,10,2,0,i,-22,0,0,-3
CCCCC(=O)NCc1ccc2c(c1)cc(C)n2C,-8,1.2,50*,47*,-21,i,10,-4,1,-1
CCCn1nc(C(=O)NNC(=O)CCCOc2ccc(OC)cc2)c2ccccc2c1=O,-13,-1.0,3,-3,-1,i,-5,2,-4,-4
COc1ccc(NC(=O)N[C@H]2CC[C@@H](CC(=O)NC3CCC3)O[C@@H]2CO)cc1,.,-1.8,7,0,3,.,14,.,.,.
Cc1ccc(NC(=O)CN(C)C(=O)CCOc2cccc(C)c2)cc1,-4,-0.7,7,3,2,i,-1,-1,0,-7
COc1cc(-c2noc(C3CCCN(S(=O)(=O)c4cccc(Cl)c4)C3)n2)cc(OC)c1OC (stereo not drawn),-13,4.3,-32,4,2,i,9,-9,-2,-12
CN(C)CCn1c2c(c(SCC(=O)Nc3cccc(C(F)(F)F)c3)nc1=O)CCCC2,4,-0.2,-14,5,13,i,13,-4,1,-12
CCOc1ccc(NS(=O)(=O)c2ccc(C(=O)NCc3cccnc3)cc2)cc1,-9,-1.4,13,4,2,i,-10,2,2,-6
CC(=O)N1CCN(c2nnnn2-c2ccccc2)CC1,-2,-0.6,-6,-1,-2,i,-1,7,14,-3
O=C(CCCOc1ccc(Br)cc1)Nc1ccc(S(=O)(=O)N2CCOCC2)cc1,-13,1.8,22,-2,5,i,-4,-2,-4,-8
O=C(NCCc1cccs1)C12CN(Cc3ccccc3)CC1C(c1cccc([N+](=O)[O-])c1)=NO2 (stereo not drawn),3,2.3,12,12,-16,i,11,-8,1,1
Cc1csc(SCc2c(C(=O)O)oc3ccccc23)n1,-2,-0.9,4,4,1,i,4,0,0,-4
CCOCCCNC(=O)CCc1ccc(-n2cnc3cccnc32)cc1,-2,-1.3,3,-4,0,i,1,3,-2,-3
O=[N+]([O-])c1cc([N+](=O)[O-])c(N2CCOCC2)cc1NCc1ccccc1,-7,3.3,13,6,-29,i,6,-1,-4,-11
Cc1cc(Nc2ccccc2Br)n2nc(C)nc2n1,3,0.1,1,2,4,i,-6,8,-2,-4
Cc1ccc(C(=O)N/C(=C/c2ccccc2)C(=O)NCc2ccncc2)cc1,-7,-1.8,3,-2,-8,i,-5,-1,2,-4
CN(CC(=O)Nc1ccc(Cl)cc1)C(=O)C1CCCC1,-3,-0.4,-12,6,1,i,-5,2,-2,-4
O=C(CN1CCN(c2ccccn2)CC1)Nc1nc2ccccc2s1,-6,-0.1,-22,4,-3,i,8,3,0,-3
Cc1cc(C(=O)O/N=C(\N)c2ccncc2)ccc1[N+](=O)[O-],5,1.0,15,3,-28,i,-8,-1,1,-1
COc1ccccc1NC(=O)Cc1nnc(SCC(=O)Nc2ccccc2F)n1C,-2,-1.4,2,1,2,i,4,2,-6,0
O=C(O)Cc1cc2c(s1)CCCCC2,-4,-0.5,-16,4,5,i,1,7,3,-1
Cn1cccc1Cc1nnc(SCC(=O)Nc2cccc(F)c2)n1-c1ccc(F)cc1,7,0.4,7,-11,-3,i,-5,-3,0,-4
O=S1(=O)C=C(SCc2ccc(F)cc2)Nc2ccccc21,3,-0.3,15,-6,1,i,-5,2,0,1
N#Cc1c(NC(=O)CSc2ncn[nH]2)sc2c1CCCC2,-5,-11,20,-8,3,i,10,-3,-2,1
O=C(COc1ccc(Cl)cc1Cl)N(C1CCCCC1)C1CCS(=O)(=O)C1 (stereo not drawn),-10,0.5,8,-1,3,i,24,1,3,6
Cc1cn([C@H]2C[C@H](O)[C@@H](CNCc3cccn3-c3ccncc3)O2)c(=O)[nH]c1=O,.,-2.1,-1,1,5,i,15,1,-2,3
